Compound activity as filed in PubChem BioAssay.
SENP8 inh – SENP8 (human) protease inhibition | AID 602440 | recombinant SENP8, Nedd8 substrate fluorescence | inhibition, % at 20 µM | Q96LD8 | 360,000 tested, 0.64% active; in the data active means inhibition mostly above about 40%, no sharp cut-off; inactive means mostly below about 27%
Target sequence (Q96LD8 whole entry, looked up): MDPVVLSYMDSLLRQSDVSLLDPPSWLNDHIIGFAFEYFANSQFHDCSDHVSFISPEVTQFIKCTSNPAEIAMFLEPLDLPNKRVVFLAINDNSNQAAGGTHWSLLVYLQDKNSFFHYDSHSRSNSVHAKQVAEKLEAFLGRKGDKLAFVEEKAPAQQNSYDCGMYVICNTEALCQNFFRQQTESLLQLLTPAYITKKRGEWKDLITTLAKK
SENP7 block – blocks the human protease SENP7. 330,000 tested, 1.5% active. inhibition, % at 5 µM. recombinant SENP7, Z-RLRGG-aminoluciferin luminescence, 40 min. AID 434973;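 active means inhibition above about 50% at the single test dose, limit read from the data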;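 further: plate controls were DMSO with enzyme for no effect and no enzyme buffer wells for full effect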
Target sequence (Q9BQF6 706-1050 limits assumed): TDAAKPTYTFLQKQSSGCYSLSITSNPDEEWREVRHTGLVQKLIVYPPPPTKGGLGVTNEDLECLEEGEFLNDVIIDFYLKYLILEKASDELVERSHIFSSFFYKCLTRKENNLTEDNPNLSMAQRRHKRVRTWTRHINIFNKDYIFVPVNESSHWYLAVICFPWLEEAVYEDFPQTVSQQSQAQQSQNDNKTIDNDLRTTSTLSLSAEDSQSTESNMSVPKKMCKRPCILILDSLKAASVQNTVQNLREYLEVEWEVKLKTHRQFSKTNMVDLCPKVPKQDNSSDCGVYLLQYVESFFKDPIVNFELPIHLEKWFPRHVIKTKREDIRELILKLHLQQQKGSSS
ATG4B inh – blocks human ATG4B protease cleavage of LC3 substrate; ATG4B cleavage of LC3-PLA2, NBD-HPC fluorescence, 1 h; inhibition, % at 8.33 µM; 340,000 tested, 0.51% active; in the data active means inhibition above about 40%
PfGluPho inh – PfG6PD (Plasmodium falciparum) enzyme inhibition. PfGluPho enzyme, NADPH resazurin-diaphorase fluorescence. inhibition, % at 20 µM. 350,000 tested, 0.78% active. AID 504690;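 active means inhibition reaching at least a set limit at 20 µM in the primary screen, cut at about 59% in these data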;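 further: 0% = DMSO wells with substrate and 100% = DMSO wells lacking glucose-6-phosphate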
SENP6 block – SENP6 protease inhibition. Q9GZR1. Recombinant SENP6 catalytic domain, aminoluciferin luminescence. 330,000 tested, 1.8% active. inhibition, % at 10 µM;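 active means inhibition above about 50% at the single tested dose, limit read from the data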;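 further: plate controls were DMSO wells with enzyme for no effect and DMSO wells lacking enzyme for full effect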
Target sequence (Q9GZR1 628-1112 limits assumed): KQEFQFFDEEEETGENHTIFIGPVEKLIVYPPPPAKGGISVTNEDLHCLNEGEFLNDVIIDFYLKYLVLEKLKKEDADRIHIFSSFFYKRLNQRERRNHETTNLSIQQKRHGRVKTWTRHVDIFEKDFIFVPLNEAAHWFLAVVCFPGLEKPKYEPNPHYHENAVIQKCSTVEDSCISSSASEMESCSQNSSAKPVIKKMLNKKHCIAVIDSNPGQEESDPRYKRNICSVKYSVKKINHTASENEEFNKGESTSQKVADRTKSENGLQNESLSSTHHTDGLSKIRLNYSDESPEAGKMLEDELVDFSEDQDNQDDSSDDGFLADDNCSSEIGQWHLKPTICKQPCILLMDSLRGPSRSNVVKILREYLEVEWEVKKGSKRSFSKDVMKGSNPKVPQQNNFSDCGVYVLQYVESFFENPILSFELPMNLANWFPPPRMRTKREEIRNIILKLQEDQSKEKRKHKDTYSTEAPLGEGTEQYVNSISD
NR3A LBD binder – NR3A (human) ligand-binding domain modulation. 340,000 tested, 2.5% active. Tm shift relative to glycine control, % at 25 µM. AID 1259313. NR3A LBD differential scanning fluorimetry, Tm shift; 0% = protein alone, 100% = glycine-bound protein;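 active means melting temperature shift of at least 10% of the positive control shift, at one fixed dose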
MPTP inh – permeability transition pore inhibition. AID 602449. 360,000 tested, 1.4% active. inhibition, % at 10 µM. isolated mouse mitochondria, Ca2+ swelling absorbance, 30 min;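 active means inhibition of 50% or more, scaled per plate between neutral and stimulator controls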;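 further: 0% = DMSO wells given calcium and 100% = 1 mM EGTA wells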
HKDC1 inhibitor – inhibitors of human hexokinase HKDC1 | recombinant HKDC1, G6PDH/diaphorase resazurin coupled fluorescence | inhibition, % at 20 µM | 340,000 tested, 0.16% active | AID 493160;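 active means inhibition above about 35% when tested at 20 µM, limit read from the data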;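 further: plate controls were DMSO wells with enzyme for no effect and DMSO wells lacking enzyme for full effect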
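System: Recombinant HKDC1 hexokinase | Amount: HKDC1 at 5 µg/mL | Reagent: Glucose with 1 mM ATP | Doses: Single 20 µM dose | Incubation: Reaction time 90 min, room temperature, protected from light | Signal: Coupled resazurin fluorescence, excitation 525 nm, emission 613 nm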
Starred values were filed as active, the others as inactive; / = no result given. The list is partial; rates above refer to the full screens.

1. CC(=O)C1C(N2CC2)CC2C3CC=C4CC(O)CCC4(C)C3CCC21C (stereo not drawn)
2. COC(=O)C1=C(c2ccccc2OCc2ccccc2)C[C@@H]2CC[C@H]1N2C(=O)NCCCOC(C)C
3. O=c1[nH]c(=S)n(-c2ccccc2)c(O)c1/C=N/N1CCOCC1
4. CNC(=O)OCCc1n(C)cc[n+]1C
5. Cc1c(C=O)c2ccccc2n1Cc1cccc(F)c1
6. C=CCc1cc(C=C2C(=O)NC(=O)NC2=O)cc(OC)c1OCc1ccc(C(=O)O)cc1
7. COc1ccc(NC(c2ccccc2)P(=O)(Oc2ccccc2)Oc2ccccc2)cc1 (stereo not drawn)
8. C=CCn1c(O)c(C(C)=NC(C)c2ccccc2)c(=O)[nH]c1=O (stereo not drawn)

Assay by compound	1	2	3	4	5	6	7	8
SENP8 inh	14	8	28	7	-16	5	16	16
SENP7 block	/	7	-8	-1	6	2	-2	4
ATG4B inh	0	-1	-1	-4	-1	2	-1	1
PfGluPho inh	3	-8	8	1	2	1	24	-2
SENP6 block	/	2	-17	2	-4	8	-1	-4
NR3A LBD binder	-2	0	0	1	-3	0	-2	-1
MPTP inh	-0.5	-1.6	0.1	4.0	1.0	-1.6	20	1.1
HKDC1 inhibitor	-8	1	-11	-7	-8	-2	-12	-4

9. N#CC(c1ccccc1)N1CCOCC1 (stereo not drawn)
10. CN1CCN(c2c[nH]c(=O)[nH]c2=O)CC1
11. CC12Cc3cnoc3C=C1CCC1C2CCC2(C)C1CCC2(C)O (stereo not drawn)
12. COC(=O)c1cncn1C(C)c1ccccc1 (stereo not drawn)
13. O=C1NC(=O)N(c2ccccc2)C(=O)/C1=C/c1ccc([N+](=O)[O-])s1
14. C=C(C)C(Cc1c(OC)ccc(C(=O)/C=C/c2ccc(O)cc2)c1O)OO (stereo not drawn)
15. COC(=O)C1=C(c2cc3ccccc3s2)C[C@@H]2CC[C@H]1N2C(=O)N1CCCC1
16. CCOP(=O)(OCC)C(NC(=O)c1ccc(Cl)cc1)=C(Cl)Cl

Assay by compound	9	10	11	12	13	14	15	16
SENP8 inh	34	18	14	21	65*	13	10	9
SENP7 block	10	-1	/	4	13	-14	0	-10
ATG4B inh	-3	3	-17	-6	3	-40	-4	-6
PfGluPho inh	-7	-13	-4	-2	65*	13	2	-9
SENP6 block	8	-1	/	2	32	-15	-6	-42
NR3A LBD binder	2	-15	-2	1	-4	24*	-3	2
MPTP inh	-0.5	2.9	2.8	-0.2	2.2	2.1	-0.6	-1.1
HKDC1 inhibitor	-5	-5	0	-13	4	24	-4	13

17. CCOc1ccccc1Oc1coc2cc(OC(=O)N(C)C)ccc2c1=O
18. CC(C)N1CCN(Cc2ccccc2C(F)(F)F)CC1CCO (stereo not drawn)
19. O=[N+]([O-])c1ccc(C2[C@H]3C(c4ccccc4)=NC4(CCCCC4)N23)cc1 (stereo partly drawn)
20. COc1ccc(NC(=O)N2CCC3(CC2)OCCO3)cc1
21. CC(=O)OC1C2CCC1C(N1CCCC1)CC2 (stereo not drawn)
22. CC1CCCN(C(=O)CCl)C1 (stereo not drawn)
23. CCOC(=O)c1nc2ccccc2c(=O)n1-c1ccc(C)cc1
24. CN1CCCC(C(O)(c2ccccc2)c2ccccc2)C1 (stereo not drawn)

Assay by compound	17	18	19	20	21	22	23	24
SENP8 inh	0	12	11	9	26	12	11	20
SENP7 block	-10	-9	7	10	5	16	-3	-4
ATG4B inh	5	-9	21	0	-3	-10	8	-1
PfGluPho inh	-9	-3	-1	-20	-20	-7	1	-4
SENP6 block	-8	8	-26	16	-6	-3	-3	11
NR3A LBD binder	-1	0	0	-7	-1	-2	-1	-1
MPTP inh	0.3	-1.6	-1.1	-0.1	-2.1	1.4	-3.4	-1.0
HKDC1 inhibitor	-4	-9	0	3	-8	-4	-6	-4

25. CCCn1c(C)c(C(=O)c2cccc3ccccc23)c2ccccc21
26. O=[N+]([O-])c1cc(F)c(N2CCCCC2)cc1Br
27. O=c1[nH]c(=O)n(Cc2ccco2)c(O)c1C=NCCN1CCOCC1
28. CCN1CCN(C(=O)COc2ccc(S(=O)(=O)Nc3ccc(Cl)cc3)cc2)CC1
29. N#Cc1cc2c(nc1SCC(=O)Nc1cc(Cl)ccc1Cl)C1CCN2CC1
30. CN1CCN(c2cn[nH]c(=O)c2Cl)CC1
31. COC(=O)C1=C(c2ccc(S(C)(=O)=O)cc2)C[C@@H]2CC[C@H]1N2C(=O)N1CCCC1
32. CCCCC(CC)COC(=O)c1ccccc1C(=O)OCC(CC)CCCC (stereo not drawn)

Assay by compound	25	26	27	28	29	30	31	32
SENP8 inh	12	40*	2	6	-17	15	18	11
SENP7 block	3	0	1	-2	-8	6	17	2
ATG4B inh	4	0	-17	1	-20	3	-4	3
PfGluPho inh	38	-4	3	-12	5	-7	2	20
SENP6 block	-3	0	-17	-5	9	-5	-16	4
NR3A LBD binder	0	-1	-1	-1	-2	0	-2	2
MPTP inh	0.8	1.3	2.0	-0.8	4.9	-1.1	-0.7	-0.8
HKDC1 inhibitor	3	1	-1	-3	-7	-3	-6	1

33. O=C1CC(=O)N(c2ccccc2)C(=O)N1
34. CCN(CC)C(=O)COc1cc(C)cc2oc(=O)c3c(c12)CCCC3
35. CCC1(C)CN(S(=O)(=O)OCC(Cl)(Cl)Cl)C(=O)N1 (stereo not drawn)
36. CN1CCN(c2ccc([N+](=O)[O-])c3cccnc23)CC1
37. O=C(COC(=O)Cc1ccccc1)NNC(=O)c1ccc([N+](=O)[O-])cc1
38. CCCNC(=O)N1[C@H]2CC[C@@H]1C(C(=O)OC)=C(c1cc3ccccc3o1)C2
39. Cc1nn(Cc2ccccc2)c(C)c1C(=O)OCC(=O)NCc1ccco1
40. COc1ccc(N2C(=O)/C(=C/c3ccc(OC)c(OC)c3)C(=O)NC2=S)cc1

Assay by compound	33	34	35	36	37	38	39	40
SENP8 inh	2	-274	13	28	7	18	5	2
SENP7 block	/	-4	6	3	-8	-1	4	3
ATG4B inh	2	11	-8	3	6	5	1	-2
PfGluPho inh	-23	-6	10	10	-1	-6	-11	14
SENP6 block	/	4	1	11	-5	2	-1	17
NR3A LBD binder	0	-5	1	-1	1	-3	1	0
MPTP inh	-1.0	0.7	0.4	-0.9	1.0	1.2	-4.6	-1.5
HKDC1 inhibitor	-8	-8	-3	6	-2	-5	0	-1

Complete entries, looked up by structure.
`O=C1CC(=O)N(c2ccccc2)C(=O)N1` as listed: SENP8 inh = 2; SENP7 block = /; ATG4B inh = 2; PfGluPho inh = -23; SENP6 block = /; NR3A LBD binder = 0; MPTP inh = -1.0; HKDC1 inhibitor = -8
`CCC1(C)CN(S(=O)(=O)OCC(Cl)(Cl)Cl)C(=O)N1` (stereo not drawn) as listed: SENP8 inh = 13; SENP7 block = 6; ATG4B inh = -8; PfGluPho inh = 10; SENP6 block = 1; NR3A LBD binder = 1; MPTP inh = 0.4; HKDC1 inhibitor = -3

(list continues)
41. Cc1ccc(-n2c(O)c(C=N)c(=O)n(-c3ccc(C)cc3)c2=O)cc1
42. Clc1cccc(C2NCc3ccccc3-n3cccc32)c1 (stereo not drawn)
43. CN1[C@@H]2CC[C@H]1CC(OC1c3ccccc3CCc3ccccc31)C2 (stereo partly drawn)
44. CCOC(=O)C1(c2ccccc2)CCN(Cc2cccc(C(=O)O)c2)CC1
45. COc1ccc(CNCCc2ccc3c(c2)OCO3)cc1Br
46. COC(=O)C1=C(c2cccc(C#N)c2)C[C@@H]2CC[C@H]1N2C(=O)NCc1cccc2ccccc12
47. CC(C)CC1C(C#N)=C(N)Oc2c1c(=O)oc1ccccc21 (stereo not drawn)
48. CCCC(=O)OCC[N+](C)(C)C

Assay by compound	41	42	43	44	45	46	47	48
SENP8 inh	16	14	4	17	12	9	-30	4
SENP7 block	3	-28	9	0	-11	-4	-8	-6
ATG4B inh	-8	9	1	-7	-1	-13	8	0
PfGluPho inh	0	-12	27	-10	14	0	2	18
SENP6 block	-40	-23	-12	-19	-27	-1	-1	3
NR3A LBD binder	8	-1	-1	7	2	0	-15	-1
MPTP inh	1.7	5.0	97*	0.4	-0.9	-0.2	2.7	-3.8
HKDC1 inhibitor	-4	13	-4	-12	-6	3	5	-4

Numbers 3 to 15, quoted:
3. O=c1[nH]c(=S)n(-c2ccccc2)c(O)c1/C=N/N1CCOCC1
4. CNC(=O)OCCc1n(C)cc[n+]1C
5. Cc1c(C=O)c2ccccc2n1Cc1cccc(F)c1
6. C=CCc1cc(C=C2C(=O)NC(=O)NC2=O)cc(OC)c1OCc1ccc(C(=O)O)cc1
7. COc1ccc(NC(c2ccccc2)P(=O)(Oc2ccccc2)Oc2ccccc2)cc1 (stereo not drawn)
8. C=CCn1c(O)c(C(C)=NC(C)c2ccccc2)c(=O)[nH]c1=O (stereo not drawn)
9. N#CC(c1ccccc1)N1CCOCC1 (stereo not drawn)
10. CN1CCN(c2c[nH]c(=O)[nH]c2=O)CC1
11. CC12Cc3cnoc3C=C1CCC1C2CCC2(C)C1CCC2(C)O (stereo not drawn)
12. COC(=O)c1cncn1C(C)c1ccccc1 (stereo not drawn)

Assay by compound	3	4	5	6	7	8	9	10	11	12
SENP8 inh	28	7	-16	5	16	16	34	18	14	21
SENP7 block	-8	-1	6	2	-2	4	10	-1	/	4
ATG4B inh	-1	-4	-1	2	-1	1	-3	3	-17	-6
PfGluPho inh	8	1	2	1	24	-2	-7	-13	-4	-2
SENP6 block	-17	2	-4	8	-1	-4	8	-1	/	2
NR3A LBD binder	0	1	-3	0	-2	-1	2	-15	-2	1
MPTP inh	0.1	4.0	1.0	-1.6	20	1.1	-0.5	2.9	2.8	-0.2
HKDC1 inhibitor	-11	-7	-8	-2	-12	-4	-5	-5	0	-13

13. O=C1NC(=O)N(c2ccccc2)C(=O)/C1=C/c1ccc([N+](=O)[O-])s1
14. C=C(C)C(Cc1c(OC)ccc(C(=O)/C=C/c2ccc(O)cc2)c1O)OO (stereo not drawn)
15. COC(=O)C1=C(c2cc3ccccc3s2)C[C@@H]2CC[C@H]1N2C(=O)N1CCCC1

Assay by compound	13	14	15
SENP8 inh	65*	13	10
SENP7 block	13	-14	0
ATG4B inh	3	-40	-4
PfGluPho inh	65*	13	2
SENP6 block	32	-15	-6
NR3A LBD binder	-4	24*	-3
MPTP inh	2.2	2.1	-0.6
HKDC1 inhibitor	4	24	-4

The listing continues:
49. CC1=CC(=C2C(=O)NC(=O)NC2=O)C=C(C(F)(F)F)N1Cc1ccccc1
50. O=C1C2CCCN2C(c2ccccc2)N1c1ccccn1 (stereo not drawn)
51. Cn1c(O)c(/C=C2/C=CC=N2)c(=O)[nH]c1=O
52. Cc1cc(N(CCCl)CCCl)ccc1C=NNC(=O)c1cccnc1
53. Nc1ccc(S(=O)(=O)N2CCCCC2c2cccnc2)cc1 (stereo not drawn)
54. CC(C)c1ccc(N2C(=O)NC(=O)/C(=C\c3cnc(-c4ccccc4)nc3)C2=O)cc1
55. CCN1CCN(C(=O)COc2ccc3c(c2)C(=O)CC2(CCN(C(C)=O)CC2)O3)CC1

Assay by compound	49	50	51	52	53	54	55
SENP8 inh	14	9	8	-454	2	8	-267
SENP7 block	-3	-13	-19	/	2	-1	-12
ATG4B inh	-3	4	31	0	-3	-5	-15
PfGluPho inh	-1	-4	10	-6	38	-12	-11
SENP6 block	-15	-10	-5	/	-6	-1	-10
NR3A LBD binder	0	1	-4	-1	-4	-2	2
MPTP inh	0.5	0.1	1.2	-0.5	1.6	-1.8	0.4
HKDC1 inhibitor	-7	-4	-2	-1	-5	1	2
